G9a inh: G9a (human) methyltransferase inhibition. Potency, µM (highest dose often 102 µM), for inactives: top-dose activity, negative = inhibition, usual class: inhibitors. 350,000 tested, 8.8% active. AID 504332. Q96KQ7. G9a H3K9 monomethylation, AlphaScreen, 2 h; further: potency means the concentration at half of the fitted maximal effect; on the % scale 0 is the no-effect control and ±100 the full control effect; nearly all actives have a fitted effect of over 75% in size
Target sequence (Q96KQ7 913-1193 limits assumed): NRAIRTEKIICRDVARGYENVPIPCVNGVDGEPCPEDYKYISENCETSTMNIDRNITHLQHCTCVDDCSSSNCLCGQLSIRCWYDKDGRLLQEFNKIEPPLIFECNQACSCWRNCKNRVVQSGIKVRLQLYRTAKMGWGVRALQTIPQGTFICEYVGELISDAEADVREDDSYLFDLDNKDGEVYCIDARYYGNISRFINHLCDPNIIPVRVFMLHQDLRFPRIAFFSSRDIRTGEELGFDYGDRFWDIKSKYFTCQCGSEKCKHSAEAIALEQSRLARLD
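Methyltransferase reactions run at room temperature for 2 h (20 nM enzyme, 500 nM biotin-H3K9 peptide, 20 uM SAM) after a 15 min compound preincubation; product detected by AlphaScreen beads and anti-H3K9me1 antibody.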
PI4K2A block: PI4K2A (human) kinase inhibition | Q9BTU6 | activity change, negative = inhibition, % at 76.9 µM | 420,000 tested, 0.13% active | purified PI4K2A, ADP-Glo luminescence, 1 h; stronger effect = lower value; in the data active means activity change below about -50%; inconclusive means mostly about -30% to -49%;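 further: -100% = wells without enzyme as full effect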
Target sequence (Q9BTU6 whole entry, looked up): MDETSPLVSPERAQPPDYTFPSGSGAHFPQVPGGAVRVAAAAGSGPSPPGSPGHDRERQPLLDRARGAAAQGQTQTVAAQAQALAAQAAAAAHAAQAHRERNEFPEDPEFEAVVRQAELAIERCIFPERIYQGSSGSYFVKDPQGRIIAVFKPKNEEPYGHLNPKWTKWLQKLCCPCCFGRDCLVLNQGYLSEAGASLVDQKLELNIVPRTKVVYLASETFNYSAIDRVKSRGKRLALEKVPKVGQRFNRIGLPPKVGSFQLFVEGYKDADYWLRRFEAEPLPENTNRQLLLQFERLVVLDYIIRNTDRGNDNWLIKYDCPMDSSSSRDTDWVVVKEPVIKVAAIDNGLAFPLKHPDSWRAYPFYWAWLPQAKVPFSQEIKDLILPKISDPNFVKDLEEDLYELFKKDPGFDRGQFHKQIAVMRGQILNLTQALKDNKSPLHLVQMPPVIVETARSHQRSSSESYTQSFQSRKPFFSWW
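Compounds are screened against recombinant PI4K2A using PI as substrate and ATP, the latter dispensed at 300 microM. Reactions run one hour at ambient temperature before ADP-Glo detection; full inhibition defined by wells lacking enzyme.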
BAZ2B inh: BAZ2B (human) inhibition. Q9UIF8. AlphaScreen BAZ2B-H3K14Ac peptide displacement. Potency, µM (top dose mostly 114 µM), for inactives: at the highest dose activity change, negative = inhibition, actives largely listed as inhibitors. 360,000 tested, 4.4% active. AID 504333; further: potency means the concentration at half of the fitted maximal effect; on the % scale 0 is the no-effect control and ±100 the full control effect; nearly all actives have a fitted effect of over 60% in size
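Compounds, titrated to a top concentration of 110 uM, were incubated 30 min at room temperature with preformed BAZ2B/acetyl-K14 H3 peptide complex (50 nM each). Proximity signal was measured by AlphaScreen after 20 min with beads.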
Pol eta inh: blocks human DNA polymerase eta activity; Q9Y253; recombinant Pol eta, fluorescent DNA replication assay; Potency, µM (titrated, usually from 114 µM), without a hit: at the top dose activity change, negative = inhibition, actives largely listed as inhibitors; 390,000 tested, 1.2% active; AID 588591; further: potency means the concentration at half of the fitted maximal effect; on the % scale 0 is the no-effect control and ±100 the full control effect
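Pol eta (10 nM) was preincubated with compounds for 15 min at room temperature, after which fluorescent replication substrate (50 nM final) was added to start the reaction. Fluorescence was read kinetically at 0 and 10 min.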
PGK inhibitor: blocks T. brucei phosphoglycerate kinase; P07378; PGK/GAPDH coupled, Kinase-Glo luminescence, 60 min; Potency, µM (top dose mostly 57.5 µM), for inactives: top-dose activity change, negative = inhibition, hits mostly inhibitors; 380,000 tested, 0.043% active; AID 602233; further: potency means the concentration at half of the fitted maximal effect; on the % scale 0 is the no-effect control and ±100 the full control effect; nearly all actives have a fitted effect of over 60% in size
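Recombinant glycosomal PGK reaction used 1,3-bisphosphoglycerate generated in-well by GAPDH (100nM final) in 100mM TEA pH 7.6, 5mM MgCl2, 0.01% Tween-20. After 60 minutes at room temperature, ATP was read by Kinase-Glo Plus luminescence end-point.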
HP1b binding inh: blocks HP1-beta chromodomain binding to methylated histone tails. 390,000 tested, 0.56% active. AlphaScreen HP1-beta / biotin-H3K9me3 peptide binding. Potency, µM (highest dose often 114 µM), for the others: top-dose activity change, negative = inhibition, usual class: inhibitors. P83916; further: potency means the concentration at half of the fitted maximal effect; nearly all actives have a fitted effect of over 70% in size; inactives centre near 23
Target sequence (P83916 whole entry, looked up): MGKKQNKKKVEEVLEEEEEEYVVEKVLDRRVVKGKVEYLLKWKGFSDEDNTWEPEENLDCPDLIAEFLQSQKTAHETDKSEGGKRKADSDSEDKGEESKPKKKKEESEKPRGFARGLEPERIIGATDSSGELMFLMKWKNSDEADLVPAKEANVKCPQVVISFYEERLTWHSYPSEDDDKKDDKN
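AlphaScreen: HP1-beta (50 nM) preformed 30 min with biotin-H3(1-18)K9me3 peptide (50 nM) in PBS pH 7.4, 0.01% Tween-20. Compound added for 30 min at RT, then streptavidin donor/nickel chelate acceptor beads (10 ug/mL) for 30 min.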
Pin1 inh: human Pin1 inhibition; Q13526; Pin1 FP peptide displacement, HiFluor488, 10 min; 390,000 tested, 0.009% active; AID 504891; Potency, µM (titrated, usually from 115 µM), for the others: top-dose activity, negative = inhibition, hits mostly inhibitors; active means well fitted inhibition curve with a large enough effect in the polarisation, with a control signal flat, not every such curve was filed as active; inconclusive means small, poorly fitted or top-dose-only effect, or effect the other way, or a change in a side signal; inactive means no such curve, though single readings can be large or run the other way; the % refers to the polarisation; further: potency means the concentration at half of the fitted maximal effect; on the % scale 0 is the no-effect control and ±100 the full control effect
GLS inhibitor: inhibitors of human glutaminase (GLS) | O94925 | GLS enzymatic activity, qHTS titration | Potency, µM (doses to about 45.5 µM), inactives show at the top dose activity change, negative = inhibition, usual class: inhibitors | 410,000 tested, 0.21% active; further: potency means the concentration at half of the fitted maximal effect; on the % scale 0 is the no-effect control and ±100 the full control effect
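Human kidney-isoform GLS in 45 mM KH2PO4 pH 8.2, 0.02% Tween-20, with compound, started with 1mM L-Glutamine (added stock). Glutamate oxidase/HRP/Amplex red coupled fluorescence read at start and after 30 min at RT.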
JMJD2A Tudor inh: inhibitors of human JMJD2A Tudor domain | Potency, µM (doses to about 114 µM), for the others: top-dose activity change, negative = inhibition, most hits filed as inhibitors | AID 504339 | 390,000 tested, 4.4% active | AlphaScreen JMJD2A-Tudor / H3K4me3 peptide binding | O75164; further: potency means the concentration at half of the fitted maximal effect; on the % scale 0 is the no-effect control and ±100 the full control effect; nearly all actives have a fitted effect of over 50% in size
* = called active by the depositor; i = inactive; ? = inconclusive; . = not tested or not shown; [ ] = another dose, or the depositor's remark. Unless noted, the call rests on the fitted dose curve; in most records, active means well fitted curve in the direction sought with a large enough effect; inconclusive means small, poorly fitted or top-dose-only effect, or another doubt; inactive means no such curve, though single readings can be large; an effect the other way counts as inactive or inconclusive. This is a subset; the hit share may differ from the screen's.

SMILES	G9a inh	PI4K2A block	BAZ2B inh	Pol eta inh	PGK inhibitor	HP1b binding inh	Pin1 inh	GLS inhibitor	JMJD2A Tudor inh
CC1(C)OC2OC(COC(=O)c3ccc([N+](=O)[O-])cc3)C3OC(C)(C)OC3C2O1 (centres undefined)	6%[59 µM]	-4	-7%	-20%	-18%	8%	-1%	0%	-16%
CS(=O)(=O)c1nc(S(=O)(=O)c2ccc(Cl)cc2)c(N2CCCCC2)s1	.	-5	-8%	-5%	2%	68%[activator]	-13%	4%	-20%
CC1(c2ccc3ccccc3c2)NC(=O)N(CC(=O)N2CCN(S(=O)(=O)c3ccccc3F)CC2)C1=O (centres undefined)	9%	5	-20%	-12%	i	19%	?	-12%	-19%
CCOC(=O)Cc1nnc2c(Nc3ccc(Cl)cc3)nc3nonc3n12	-1%[59 µM]	-2	3%	-7%	-1%	17%	1%	-3%	-27%
Cc1ccc(C)c(N2CCN(c3ccc(NC(=O)c4cccs4)cc3C(=O)O)CC2)c1	-16%[59 µM]	-2	-33%	5%	-10%	39%	3%	-3%	-35%
CC1c2ccccc2N(S(=O)(=O)c2ccccc2)C1C (centres undefined)	.	-2	.	-18%	12%	103%[activator]	1%	-1%	82%[activator]
Cc1ccc(S(=O)(=O)/N=C2\C=C(NS(=O)(=O)c3ccccc3)C(=O)c3ccccc32)c(C)c1	.	-20	.	-3%	-6%	22µM*	?	-2%	22µM*
COc1ccccc1C(CNC(=O)c1ccc(-c2ccccc2Cl)o1)N1CCCC1 (centres undefined)	14%[0.501 µM]	5	-36%	-10%	2%	2%	12%	12%	?
COc1ccc(Nc2oc(COc3ccc(Cl)cc3)nc2C#N)cc1	?	4	?	-12%	-5%	-38%	-3%	6%	?
COc1cccc(-c2c(C(=O)N/N=C(\C)c3cccnc3)nnn2-c2nonc2N)c1	7%	-2	-18%	-15%	6%	66%[activator]	0%	2%	-12%
O=C(CSc1nc2ccc([N+](=O)[O-])cc2s1)c1ccc2ccccc2c1	.	-4	-10%	6%	-6%	29%	-4%	11%	-22%
CC(=O)Cc1ccccc1OCC(=O)O	3%[59 µM]	2	-16%	-5%	3%	15%	-3%	12%	-13%
Cc1ccc(OCc2nnc(SCC(=O)Nc3cccc4ccccc34)n2-c2ccccc2)cc1	7%[59 µM]	4	7%	-3%	i	-3%	6%	-8%	-19%
Cc1ccccc1Cn1ccc(NC(=O)c2cnn3cccnc23)n1	-5%[12.7 µM]	-6	-4%	10%	-10%	12%	-2%	-5%	-31%
COc1ccc(CNC(=O)C2CCN(S(=O)(=O)c3cccc4nonc34)CC2)cc1	3%	-1	7%	-10%	i	7%	-2%	5%	-19%
CC(=O)c1ccc(NC(=O)CCCN2C(=O)C(c3ccccc3)Oc3cccnc32)cc1 (centres undefined)	1%[59 µM]	-1	-31%	-21%	10%	63%[activator]	-2%	-2%	-18%
CC(=Nc1ccccc1)C1=C(O)CC(C)(C)CC1=O	0%	-1	-6%	-13%	-10%	24%	4%	2%	-8%
Nc1cc(N)nc(SCC(=O)NC2CCCCCCC2)n1	9%	7	6%	-16%	-4%	10%	0%	8%	-14%
CC(C)(C)NC(=O)C(=O)N/N=C/c1ccc(F)cc1	10%	1	-13%	-15%	-6%	23%	4%	9%	-14%
CCCc1cc(C(=O)Nc2ccc(C(=O)c3ccc(F)cc3)cc2)n(C)n1	38%	-3	3%	-25%	-9%	38%	2%	8%	-4%
COC(=O)C1=NNC2C(=O)N(C3CCCCC3)C(=O)C12 (centres undefined)	0%	-1	-11%	-7%	-3%	11%	0%	-15%	-11%
CCc1cc(=O)[nH]c(SCc2nc(-c3ccccc3)no2)n1	0%[59 µM]	-3	1%	-15%	-1%	12%[57 µM]	-8%	5%	-21%
COc1cc(C2NC(=O)N(C)C3=C2C(=O)CCC3)cc(OC)c1OC (centres undefined)	-9%	1	9%	-3%	.	25%	-4%	-3%	-12%
Cc1ccc(-c2c(C)n3c4c(=O)n(C)c(=O)n(C)c4nc3n2-c2cccc(O)c2)cc1	-40%[59 µM]	-2	-8%	7%	3%	22%	-2%	-11%	-7%
COc1ccc(OCC(O)CON2C(=O)c3ccccc3C2=O)cc1 (centres undefined)	13%[59 µM]	2	4%	-3%	-2%	51%[activator]	-4%	1%	-19%
CCOC(=O)C1CCN(C(c2cccc(F)c2)c2c(O)cc(C)n(CCOC)c2=O)CC1 (centres undefined)	-3%[59 µM]	0	2%	-15%	i	47%[activator][57 µM]	-5%	0%	-5%
CCOC(=O)c1c(NC(=O)CSc2nnc(-c3ccc(OC)cc3)o2)sc2c1CCC2	.	-10	.	-12%	11%	20%	2%	4%	-15%
CN(C)c1nc(N/N=C/c2ccccc2O)nc(Nc2ccc(F)cc2)n1	-8%	0	?	79µM*	-1%	-12%	1%	9%	-34%
COc1ccccc1N=C1NC(=O)/C(=C/c2ccc(N(C)C)cc2)S1	.	0	45µM*	-8%	i	-21%	?	22%	?
COC(CNC(=O)c1coc2nc3ccccc3nc12)OC	-4%[12.7 µM]	-3	0%	-9%	-1%	13%	14%	-2%	-13%

3 neighbouring entries already listed, for reference:
SMILES	G9a inh	PI4K2A block	BAZ2B inh	Pol eta inh	PGK inhibitor	HP1b binding inh	Pin1 inh	GLS inhibitor	JMJD2A Tudor inh
COC(=O)C1=NNC2C(=O)N(C3CCCCC3)C(=O)C12 (centres undefined)	0%	-1	-11%	-7%	-3%	11%	0%	-15%	-11%
CCc1cc(=O)[nH]c(SCc2nc(-c3ccccc3)no2)n1	0%[59 µM]	-3	1%	-15%	-1%	12%[57 µM]	-8%	5%	-21%
COc1cc(C2NC(=O)N(C)C3=C2C(=O)CCC3)cc(OC)c1OC (centres undefined)	-9%	1	9%	-3%	.	25%	-4%	-3%	-12%

Additional results
SMILES	G9a inh	PI4K2A block	BAZ2B inh	Pol eta inh	PGK inhibitor	HP1b binding inh	Pin1 inh	GLS inhibitor	JMJD2A Tudor inh
CCN(CC)c1ccc(NC(=O)c2cc3c(OC)cccc3[nH]2)cc1	8.9µM*	0	20µM*	-4%	0%	45µM*	-1%	?	16µM*
O=C(CCNc1ccc(Cc2ccncc2)cc1)c1cccc([N+](=O)[O-])c1	8.9µM*	6	25µM*	-8%	10%	?	-2%	-6%	45µM*
COc1ccccc1N=c1oc2c(OC)cccc2cc1C(=O)NCc1ccco1	?	-1	-38%	-8%	-6%	7%	1%	-1%	-19%
O=C(O)C1CCN(S(=O)(=O)c2cccc3cccnc23)CC1	7%	1	-27%	-3%	-10%	17%	-6%	-11%	-7%
Cc1cc(Br)ccc1OCC(=O)N1CCCCCC1	39%[59 µM]	0	11%	-10%	11%	64%[activator]	9%	?	16%
N=c1c2c(n(Cc3ccc(F)cc3)c3c1CCC3)CCC2	?	4	-17%	-6%	-2%	25%	6%	6%	3%
O=C(c1cccc(F)c1)N1CCN(Cc2ccco2)CC1	32µM*	7	50µM*	-14%	-2%	-14%	-12%	-2%	7.9µM*
O=C1CC(c2ccc(F)cc2)CC2=C1C=Nc1ccccc1N2 (centres undefined)	.	6	-37%	-19%	-8%	18%	0%	-6%	-7%
CCOc1ccc(NC(=S)NN2C(C)CCCC2C)cc1 (centres undefined)	4%[59 µM]	-4	-4%	-13%	-8%	22%	3%	15%	-18%
CC(C)(C)NC(=O)NC(=O)CN1CCCCC1	4%	-6	-18%	-7%	-3%	15%	-1%	-4%	-8%
CC(=O)/C(=N/Nc1ccccc1[N+](=O)[O-])N1CCCc2ccccc21	5µM*	1	5.6µM*	-22%	-1%	7.9µM*	-3%	1%	11µM*
CC(=O)NC1=NN(C(C)=O)C(C)(c2ccc(Cl)s2)S1 (centres undefined)	4%[59 µM]	-3	-2%	-6%	1%	36%	2%	-7%	-7%
Cc1cc(C(=O)Cn2cncn2)c(C)n1CCc1ccc(F)cc1	?	-9	-30%	7%	-6%	15%	0%	16%	?
O=c1c2ccccc2nc(-c2ccc(Cl)cc2)n1CCCOc1ccccc1F	-36%[59 µM]	-1	14%	-25%	-2%	56%[activator]	-1%	-2%	9%
CCCN(C(=O)Cn1nc(Cc2cccnc2)c2ccccc2c1=O)c1ccc(C(C)C)cc1	-44%[59 µM]	1	?	?	3%	15%	?	-19%	?
CCOc1ccc(N(CC(=O)NC2CCCC2)C(=O)c2ccc(C)s2)cc1	-11%	1	-2%	-22%	-7%	28%	-3%	-5%	-1%
Cc1cc(OCc2nnc(SCC(=O)O)n2-c2ccccc2)ccc1Cl	7%	2	11%	-15%	6%	38%	-3%	2%	-3%
CCCCNC(=O)CSc1nc2ccsc2c(=O)n1C1CCN(C(=O)OCC)CC1	0%	-3	6%	-21%	-2%	0%	0%	0%	-2%
Cc1ccc(O)c(NC(=O)c2noc3c2CCc2ccccc2-3)c1	-23%	-2	0%	-9%	i	61%[activator]	-2%	0%	-3%
O=C(c1cccc(S(=O)(=O)NCc2ccccc2)c1)N1CCN(c2ccccc2)CC1	.	5	.	-10%	-2%	17%	-7%	17%	-15%
C[C@@H]1CCCCO[C@H](CN(C)S(=O)(=O)c2cn(C)cn2)[C@H](C)CN([C@@H](C)CO)C(=O)c2cc(NC(=O)c3ccccc3)ccc2O1	.	-8	.	-6%	9%	.	.	9%	.
N#CCNC1CC(=O)N(c2ccc(F)cc2)C1=O (centres undefined)	7.9µM*	2	-6%	1%	i	1%	-2%	-7%	-19%
Cc1ccc(C(=O)COc2cc(C)nc3nncn23)cc1	4%	0	0%	-3%	i	43%[activator]	-1%	-8%	-3%
O=C(c1ccco1)N1CCN=C1SCc1c(F)cccc1Cl	-3%	1	-6%	-9%	0%	30%	3%	3%	3%

High-throughput results: PubChem, National Center for Advancing Translational Sciences (NCATS)
